Compound activity (PubChem BioAssay)
Tb hexokinase = Trypanosoma brucei hexokinase 1 inhibitors, primary screen, biochemical, G6PDH-coupled NADH absorbance, MLSCN library; hexokinase 1 [Trypanosoma brucei]; recombinant TbHK1, G6PDH-coupled NADH A340; inhibition, % at 10 µM; actives 0.11% (n = 220,000);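 active = inhibition of 50% or more in the single-dose primary screen; inactive = inhibition below 50%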
Runt-CBFb FRET = inhibitors of RUNX1 Runt–CBFb binding, primary screen, biochemical, FRET, Cerulean-Runt, Venus-CBFb, uHTS | Runt-related transcription factor 1 (Homo sapiens) + Core-binding factor subunit beta … | actives 0.46% (n = 220,000) | inhibition, % at 20 µM | AID 1496, 2009 | Cerulean-Runt/Venus-CBFb FRET ratio 530/480, 1 h;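 active = inhibition over about 50% at 20 µM in the single-dose screen, limit read from the data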;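 note: 0% = DMSO wells and 100% = excess unlabeled CBFb competitor control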
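System: Cerulean-labeled Runt domain protein | Quantity: 100 nM of each labeled protein | Schedule: 1 h compound exposure, room temperature | Detection: Fluorescence energy transfer, 422 nm excitation, 530/480 nm emission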
EBV gp42 inh = Epstein-Barr virus gp42 inhibitors, primary screen, biochemical, uHTS, fluorescence polarization; inhibition, % (tested at 21.74 µM); Glycoprotein 42 (Epstein-Barr virus (strain AG876)), Q1HVG2; actives 0.42% (n = 220,000); Fluorescence polarization binding assay, mP read-out; in the data active = inhibition above about 50%
Target sequence (Q1HVG2 whole entry, looked up): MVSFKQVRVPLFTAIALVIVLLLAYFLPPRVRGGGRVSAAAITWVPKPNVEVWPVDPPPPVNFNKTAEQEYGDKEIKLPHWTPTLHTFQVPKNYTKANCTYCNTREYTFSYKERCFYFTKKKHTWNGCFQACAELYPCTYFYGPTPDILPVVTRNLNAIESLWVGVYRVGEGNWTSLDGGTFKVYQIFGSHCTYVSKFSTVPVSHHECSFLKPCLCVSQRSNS
zVAD death inh = inhibitors of zVAD-triggered necroptosis, primary screen, L929 cells. L929 zVAD necroptosis rescue, ATP luminescence, 24 h; with zVAD 60 µM. viability rescue, % at 10 µM. actives 0.38% (n = 220,000). AID 1377, 2008;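 active = activation, scaled between plate controls, above about 75%, limit read from the data; inactive = activation under that limit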;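 note: 0% = zVAD with DMSO and 100% = DMSO alone without zVAD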
MDM2 E3 inh = MDM2-luciferase reporter signal enhancers, primary screen, MDM2 E3 ligase inhibitor project, cell-based, luminescence, 1536-well. E3 ubiquitin-protein ligase Mdm2 (Homo sapiens), Q00987. cell-based MDM2 ubiquitination luciferase reporter, 2 h; 0 = plate control, 100 = twice control, blank-subtracted. signal enhancement, % at 5 µM. actives 0.11% (n = 210,000);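 active = signal enhancement of 30% or more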;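 note: luminescence tracks abundance of the self-degrading MDM2-luciferase fusion protein; higher signal means inhibition of MDM2 E3 ligase activity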
Target sequence (Q00987 whole entry, looked up, the tested form may be a part): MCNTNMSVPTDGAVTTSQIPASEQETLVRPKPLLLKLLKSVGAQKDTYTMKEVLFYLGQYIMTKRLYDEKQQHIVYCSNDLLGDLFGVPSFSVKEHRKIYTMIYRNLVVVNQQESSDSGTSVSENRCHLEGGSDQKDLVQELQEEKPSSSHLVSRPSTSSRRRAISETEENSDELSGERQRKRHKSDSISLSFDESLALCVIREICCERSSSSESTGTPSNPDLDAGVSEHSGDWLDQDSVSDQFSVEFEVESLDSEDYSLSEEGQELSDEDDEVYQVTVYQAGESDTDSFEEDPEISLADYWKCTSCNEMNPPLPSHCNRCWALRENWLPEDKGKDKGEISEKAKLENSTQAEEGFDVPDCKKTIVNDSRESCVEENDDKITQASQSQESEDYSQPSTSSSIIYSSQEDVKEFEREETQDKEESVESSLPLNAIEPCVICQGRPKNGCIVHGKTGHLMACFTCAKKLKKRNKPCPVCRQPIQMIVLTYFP
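Buffer or medium: Cells held in DMEM | Assay system: Stable mammalian line carrying autodegrading MDM2–luciferase fusion reporter | Quantity: 2000 cells/well | Times: 4 h settle plus 2 h compound, 37 °C | Doses: One concentration, 5 µM, with 0.2% DMSO | Technique: Luminescence with SteadyLite reagent, 15 min at room temperature | Benchmarks: Plate controls and plate blanks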
p47phox inh = p47phox/p22phox peptide binding inhibitors, primary screen, biochemical, uHTS, NADPH oxidase regulatory subunit; actives 0.53% (n = 220,000); fluorescence polarization, 2 h; AID 1274, 2008; Neutrophil cytosol factor 1 (Homo sapiens), P14598; inhibition, % at 24.7 µM;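 active = inhibition above about 30%, limit read from the data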;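 note: 0% = p47phox with labelled peptide and 100% = labelled peptide alone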
Hck-Nef inh = inhibitors of Nef-activated human Hck kinase, primary screen, biochemical, Z-Lyte FRET, 384-well, Hck-YEEI. actives 0.68% (n = 220,000). Tyrosine-protein kinase HCK (Homo sapiens), P08631. Recombinant Hck-YEEI plus Nef, Z-Lyte FRET kinase assay. inhibition, % at 20 µM;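 active = Hck-Nef kinase inhibition above about 50%, limit read from the data; inactive = inhibition below that limit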;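 note: 0% = DMSO with Hck plus Nef and 100% = Hck alone without Nef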
Runt-SMMHC FRET = inhibitors of RUNX1 Runt–CBFb-SMMHC binding, primary screen, biochemical, FRET, Cerulean-Runt, Venus-CBFb-SMMHC, uHTS. actives 0.74% (n = 220,000). inhibition, % at 20 µM. Cerulean-Runt/Venus-CBFb-SMMHC FRET ratio 530/480, 1 h. Runt-related transcription factor 1 (Homo sapiens) + Core-binding factor subunit beta …;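 active = mean inhibition across duplicate retests at 20 µM reaching about 50%, limit read from the data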;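 note: 0% = DMSO wells and 100% = wells with excess untagged CBFb-SMMHC; inhibitors lower the FRET ratio by blocking Runt binding to CBFb-SMMHC; some results filed as inactive read as strong as hits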
14-3-3 Bad PPI = inhibitors of 14-3-3 zeta/Bad binding, primary screen, biochemical, TR-FRET, bovine 14-3-3 zeta | TR-FRET 14-3-3zeta/Dy647-pBad peptide displacement, 1 h | actives 0.71% (n = 220,000) | 14-3-3 protein zeta/delta (Bos taurus), P63103 | inhibition, % at 21.7 µM;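 active = inhibition above about 70%, limit read from the data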;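 note: 0% = full 14-3-3 plus peptide FRET controls and 100% = background without 14-3-3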
Target sequence (P63103 whole entry, looked up): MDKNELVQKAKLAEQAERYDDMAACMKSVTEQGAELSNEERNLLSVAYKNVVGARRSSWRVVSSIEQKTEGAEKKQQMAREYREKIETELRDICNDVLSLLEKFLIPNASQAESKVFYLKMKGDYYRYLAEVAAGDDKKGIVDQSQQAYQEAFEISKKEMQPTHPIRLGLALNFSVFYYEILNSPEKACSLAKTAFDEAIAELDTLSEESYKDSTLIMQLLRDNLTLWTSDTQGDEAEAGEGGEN
Starred values were filed as active, the others as inactive; x = not tested or not shown; [ ] = remark or other dose.

SMILES	Tb hexokinase	Runt-CBFb FRET	EBV gp42 inh	zVAD death inh	MDM2 E3 inh	p47phox inh	Hck-Nef inh	Runt-SMMHC FRET	14-3-3 Bad PPI
CC1CCC(N2CCN(c3ncccn3)CC2)CC1 (stereo not given)	2	1	-16	-0.1	-3	-6	-6	1	21
CCC(C)NC(=S)N1CCN(Cc2ccccc2)CC1 (stereo not given)	-2	1	-14	2.1	1	4	23	3	34
Cc1nn(C)c(Cl)c1NC(=O)OCc1ccc(Cl)cc1Cl	-2	-7	-5	0.0	-16	-13	2	-3	-11
Cc1cc(C)cc(NC(=O)N2CCCN(Cc3c(F)cccc3Cl)CC2)c1	-1	0	-13	1.2	-7	7	16	1	-10
O=C(Cn1ccc2ccccc2c1=O)Nc1ccc2c(c1)OCO2	-1	-1	-5	0.3	-11	-3	-1	2	-6[fluorescence artefact?]
C/C(N)=C(/C#N)C(=O)COC(=O)c1ccccc1O	31	-3	-15	0.7	-5	-11	4	3	-25
C=CCN1C(=O)C(O)=C(C(C)=O)C1c1ccccc1F (stereo not given)	-18	-2	-6	-0.1	-23	-6	-14	2	2
CC(NC(=O)CN1CCCC1)C12CC3CC(CC(C3)C1)C2 (stereo not given)	-1	0	-10	0.4	-7	-9	0	5	37[fluorescence artefact?]
CC(C)c1ccc(NC(=O)COC(=O)CCC(=O)c2cccs2)cc1	-7	-5	4	0.0	13	-7	2	2	-4
CCN(C(=O)CSc1nc2ccccc2c(=O)n1-c1ccc(C)cc1)C1CCS(=O)(=O)C1 (stereo not given)	5	-2	-19	-1.4	-10	1	20	0	6
CC(O)CNCCNCc1cccs1 (stereo not given)	2	-1	0	3.6	-15	-8	4	1	1
CCc1nn(CC(=O)NCCCN(Cc2ccccc2)C(C)C)c(=O)c2cc3sccc3n12	3	0	-12	-0.2	-25	-18	-1	1	9
COc1ccccc1-n1c(C)nc2cc(C(=O)NCc3ccc4c(c3)OCO4)ccc21	-3	0	-14	0.6	-6	-68	3	-6	-4[fluorescence artefact?]
C=CCn1c(SCC(=O)Nc2sc3c(c2C#N)CCC3)nnc1C1COc2ccccc2O1 (stereo not given)	-12	1	-28	0.1	-4	-71	5	-4	-8
Cc1ccc(S(=O)(=O)c2cnc(-c3ccccc3)nc2N2CCCCC2)cc1	4	2	8	21	-4	-4	4	-2	-5
CCOC(=O)Cc1c[nH]c(=S)[nH]c1=O	-7	-2	-9	0.4	-9	-3	8	-2	3
CCN(CC)C(=O)CSc1nnc2cc(C)c3ccccc3n12	3	-1	9	1.6	-10	-48	10	-5	0
N#C/C(=C\c1ccc(Sc2nc3ccccc3[nH]2)o1)c1ccccc1	-16	4	-17	-0.6	-8	-51	-1	-1	x
Cc1scc(C(=O)NNC(=S)NCC(C)C)c1C	1	1	-13	2.9	0	-5	-2	2	5[fluorescence artefact?]
CN1c2ccsc2/C(=N/NC(=O)c2c(F)cccc2F)CS1(=O)=O	-35	5	-1	0.6	18	-6	1	-1	-6
Cc1cccc(C(=O)NCc2nnc3c4ccccc4c(-c4ccccc4)nn23)c1	-5	-3	-14	1.0	-8	3	2	0	14
CC1(C)Cc2cccc(C(=O)Nc3ccc(F)cc3F)c2O1	-1	-2	-5	1.4	7	-14	6	0	0
Cc1cc(OCC(=O)O/N=C(\N)c2ccccc2)ccc1Cl	31	1	-23	-0.1	-8	-3	3	1	-18
CCC(C)N=Cc1c(Nc2ccccc2)nc2c(C)cccn2c1=O (stereo not given)	-16	-9	-16	1.2	x	-4	17	-2	4
CCOc1cc(/C=C/C(=O)O)ccc1OCc1ccccc1	-11	-1	-11	3.0	-7	-4	-15	-1	-1

Following part:
SMILES	Tb hexokinase	Runt-CBFb FRET	EBV gp42 inh	zVAD death inh	MDM2 E3 inh	p47phox inh	Hck-Nef inh	Runt-SMMHC FRET	14-3-3 Bad PPI
CCOC(=O)N1CCN(C(=O)c2cccc(F)c2)CC1	-3	-1	0	0.1	-3	-7	-24	1	-12
CC1=NN(c2ccc(Br)cc2)C(=O)/C1=C/c1cccs1	1	x	x	-0.2	-6	x	-2	-2	x
CCCOc1cccc(C(=O)Nc2ccc(Br)cc2F)c1	-1	-4	-14	0.4	-29	-5	3	3	6[fluorescence artefact?]
O=C(Cn1ncc2c1-c1ccccc1OC2)N1CCN(c2ccccn2)CC1	-7	2	-16	0.1	-6	-8	20	-1	0
O=C(CN(Cc1ccc(F)cc1)C(=O)C1CSC(=O)C1)NC1CCCCC1 (stereo not given)	1	-2	-7	0.6	12	-14	0	3	-15
CCOC(=O)N1CCN(C(=O)Nc2ccc(Cl)cc2Cl)CC1	-1	-2	-3	-0.4	5	3	8	-1	2
c1ccc2oc(-c3csc(N4CCOCC4)n3)cc2c1	-6	7	-10	1.2	-60	-14	1	4	5
CC(=O)NC1C(=O)N=C(SC(C)C(=O)Nc2cccc(Cl)c2)NC1=O (stereo not given)	-3	3	-9	1.9	-2	2	-2	5	87*
CCOC(=O)c1ccc(NC(=O)[C@@H](NC(N)=O)C(C)C)cc1	-7	1	-13	1.4	x	-17	26	3	-1
O=C(COC(=O)c1ccccc1C(=O)c1ccccc1)c1ccco1	1	0	4	-0.2	-13	-7	-1	0	6
COc1ccc(S(=O)(=O)NCCC(C)C)cc1C	2	-1	-5	1.7	2	-7	1	2	10[fluorescence artefact?]
CCN(CC)C(=O)CSc1nc2ccccc2n1CC(=O)N1CCN(c2ccccc2OC)CC1	16	-1	2	-0.9	-13	4	-22	3	-21
CC(NS(=O)(=O)c1ccc(Br)cc1)C(c1cccs1)N1CCN(C)CC1 (stereo not given)	0	2	-9	-0.2	-12	-15	3	-2	3
O=C(COc1ccc(Cl)cc1Cl)NN1C(=O)C2C3C=CC([C@@H]2C1=O)C31CC1 (stereo not given in full)	-14	-1	-6	0.0	-6	0	16	2	7
CCOC(=O)C1=C(C)NC(C)=C(C(=O)OCC)C1c1cccc(C)n1	-3	2	-11	-1.2	-10	-7	10	5	-3
O=C(Cn1c(CO)nc2ccccc21)Nc1cc(C(F)(F)F)ccc1N1CCOCC1	-1	-2	-33	1.4	-13	-14	0	-3	-8
N#Cc1cc(C#N)c(N2CCN(c3ccccn3)CC2)nc1N	-23	-1	-20	0.0	-12	-1	-1	2	2
c1cncc(C(c2nnnn2C2CCCC2)N2CCN(Cc3ccc4c(c3)OCO4)CC2)c1 (stereo not given)	-1	-1	-1	-0.3	-11	-8	0	0	8
Cc1ccc2nc(SCCCCOc3ccccc3)[nH]c2c1	1	x	-18	0.0	-1	5	0	0	-4
Cn1c(=O)c2c(nc(NCc3ccco3)n2Cc2ccccc2Cl)n(C)c1=O	5	0	-10	0.1	0	-11	0	3	-5
COC(=O)C(C(=O)OC)C(C[N+](=O)[O-])c1ccc(O)c(OC)c1 (stereo not given)	-9	1	6	-0.8	x	1	0	-4	-3
CCOC(=O)Cc1[nH]nc2c1C(c1cc(OC)ccc1OC)C(C#N)=C(N)O2 (stereo not given)	1	-2	17	-0.1	-8	-4	0	-4	4
Cc1ccc(C(=O)O)cc1NC(=S)NC(=O)c1ccc([N+](=O)[O-])c(C)c1	-4	5	-16	2.2	-3	-5	3	-2	-11
Cc1nonc1C(=O)N/N=C/c1ccc(O)cc1	7	4	-19	1.7	-17	-5	2	-3	-14
COc1ccc(-c2cc(C(=O)N3CCN(c4ccccc4)CC3)c3ccccc3n2)cc1OC	-32	-4	-3	1.1	-27	-9	8	-2	0
COc1ccc(Cn2c(SCC#N)nc3ccc(N4CCOCC4)cc3c2=O)cc1	3	-3	9	-1.2	5	-12	-17	-8	-3
O=C(NCCN1CCN(c2ccccc2F)CC1)C1CCCN(S(=O)(=O)c2cnc[nH]2)C1 (stereo not given)	3	0	-2	1.3	-7	-4	2	-1	0

Given in CSV form: part of the list above
molecule,Tb hexokinase,Runt-CBFb FRET,EBV gp42 inh,zVAD death inh,MDM2 E3 inh,p47phox inh,Hck-Nef inh,Runt-SMMHC FRET,14-3-3 Bad PPI
Cc1ccc2nc(SCCCCOc3ccccc3)[nH]c2c1,1,x,-18,0.0,-1,5,0,0,-4
Cn1c(=O)c2c(nc(NCc3ccco3)n2Cc2ccccc2Cl)n(C)c1=O,5,0,-10,0.1,0,-11,0,3,-5
COC(=O)C(C(=O)OC)C(C[N+](=O)[O-])c1ccc(O)c(OC)c1 (stereo not given),-9,1,6,-0.8,x,1,0,-4,-3
CCOC(=O)Cc1[nH]nc2c1C(c1cc(OC)ccc1OC)C(C#N)=C(N)O2 (stereo not given),1,-2,17,-0.1,-8,-4,0,-4,4
Cc1ccc(C(=O)O)cc1NC(=S)NC(=O)c1ccc([N+](=O)[O-])c(C)c1,-4,5,-16,2.2,-3,-5,3,-2,-11
Cc1nonc1C(=O)N/N=C/c1ccc(O)cc1,7,4,-19,1.7,-17,-5,2,-3,-14
